# Tau fluor counter: counter-screen for tau fibril formation inhibitors | tau K18 P301L Alexa594 fluorescence, heparin fibrillization | Potency, µM (titrated, usually from 57.7 µM), for the others: at the top dose activity change, negative = decrease | 280,000 tested, 0.93% active | AID 1463; note: potency is the fitted concentration of half-maximal effect; % is set by controls: 0 for no effect and ±100 for the full control effect; nearly all actives have a fitted effect of over 55% in size
#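 Human tau K18 P301L (15 uM unlabeled, 0.24 uM Alexa 594-labeled) in 100 mM sodium acetate pH 7 with 20 uM heparin, 6 hr at 37 C. ThT 30 uM added, 1 hr ambient; Alexa 594 FP and total fluorescence read at 555/632 nm.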
# Tau FP inhib: inhibitors of human tau fibril formation; P10636; K18 P301L tau heparin fibrillization, Alexa594 FP, 6 h; Potency, µM (doses to about 57.7 µM), without a hit: at the highest dose activity, negative = inhibition, most hits filed as inhibitors; 280,000 tested, 0.39% active; AID 1468; note: potency is the fitted concentration of half-maximal effect; % is set by controls: 0 for no effect and ±100 for the full control effect; nearly all actives have a fitted effect of over 55% in size
# Target sequence (P10636 561-689 P618L limits assumed): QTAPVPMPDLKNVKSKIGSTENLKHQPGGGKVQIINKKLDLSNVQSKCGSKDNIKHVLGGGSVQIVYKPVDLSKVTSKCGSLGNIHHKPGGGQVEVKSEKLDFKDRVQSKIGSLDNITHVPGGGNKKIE
#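 Compound effects on tau fibrillization are measured by Alexa 594 fluorescence polarization (ex 555, em 632 nm). K18 P301L tau is used at 15 uM with 0.24 uM labeled tracer, and 20 uM heparin induces aggregation over 6 hr at 37 C.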
# Epigenetic derep: epigenetic control regulation, reporter derepression; murine LDR cells, GFP reporter derepression, 30 h; Potency, µM (titrated, usually from 53.9 µM), inactives show at the highest dose GFP activation, actives largely listed as activators; 280,000 tested, 0.2% active; note: potency is the fitted concentration of half-maximal effect; % of control where 0% means no effect; nearly all actives have a fitted effect of over 60% in size
#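 GFP-positive cell count by laser-scanning cytometry (objects 20–120 um) after 30 h, 37 C compound exposure of murine LDR cells; reporter is CMV-GFP integrated at a silenced locus, inducible by HDAC or DNMT inhibitors.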
# CBFb-RUNX1 inh: blocks binding between human CBF-beta and RUNX1; AID 1477; Potency, µM (top dose mostly 59.8 µM), inactives show at the highest dose activity, negative = inhibition, actives largely listed as inhibitors; AlphaScreen CBFb-His/RUNX1-biotin binding, biochemical; 230,000 tested, under 10 active; note: % of control where 0% means no effect
#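 AlphaScreen binding: CBFb-His and RUNX1-biotin (30 nM each) preincubated 20 min, compound added for 15 min, then nickel and streptavidin beads for 90 min, all at room temperature. Disruption of the interaction by any mechanism counts as activity.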
# aGal spleen mod: alpha-galactosidase A (human) modulation; P06280; 240,000 tested, 0.008% active; Potency, µM (series often up to 80 µM), for the others: at the top dose activity change, negative = inhibition, usual class: inhibitors; human spleen homogenate, 4MU-alpha-Gal fluorescence, 40 min; AID 2107;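 note: potency is the fitted concentration of half-maximal effect; 0% = enzyme with vehicle and -100% = no enzyme basal signal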
# Target sequence (P06280 32-429 limits assumed): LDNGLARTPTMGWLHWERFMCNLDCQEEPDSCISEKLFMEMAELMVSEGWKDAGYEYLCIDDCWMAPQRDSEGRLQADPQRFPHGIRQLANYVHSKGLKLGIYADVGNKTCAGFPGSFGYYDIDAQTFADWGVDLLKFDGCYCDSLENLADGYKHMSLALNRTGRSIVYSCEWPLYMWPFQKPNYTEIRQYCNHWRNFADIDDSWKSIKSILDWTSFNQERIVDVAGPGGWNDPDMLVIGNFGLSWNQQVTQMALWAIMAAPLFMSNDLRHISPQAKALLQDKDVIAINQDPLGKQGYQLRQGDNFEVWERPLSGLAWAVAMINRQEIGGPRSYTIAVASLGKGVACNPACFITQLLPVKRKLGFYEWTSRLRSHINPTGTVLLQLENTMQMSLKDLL
#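 Inhibition or activation of alpha-galactosidase in human spleen homogenate is scored by 4-MU fluorescence after 40 min at 37C, pH 5.0, with 1 mM substrate. AC50s come from concentration-response fitted to the Hill equation.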
# NPSR antagonist: antagonists of human neuropeptide S receptor cAMP signaling; 220,000 tested, 1% active; CHO-NPSR cells, cAMP TR-FRET, antagonist mode; Potency, µM (top dose mostly 38.3 µM), for the others: top-dose activity change, negative = inhibition, most hits filed as inhibitors; note: potency is the fitted concentration of half-maximal effect; % is set by controls: 0 for no effect and ±100 for the full control effect; nearly all actives have a fitted effect of over 50% in size; many of its hits are not listed in these tables
# TRb SRC2 PPI: TRbeta-SRC2 interaction inhibition; P10828; TRbeta-SRC2 peptide binding, fluorescence polarization; receptor liganded with 1 µM T3; Potency, µM (titrated, usually from 106 µM), inactives show top-dose activity change, negative = inhibition, actives largely listed as inhibitors; 280,000 tested, 0.065% active;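 note: potency is the fitted concentration of half-maximal effect; plate controls were bound peptide for no effect and peptide without receptor for full effect; nearly all actives have a fitted effect of over 50% in size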
# Target sequence (P10828 whole entry, looked up): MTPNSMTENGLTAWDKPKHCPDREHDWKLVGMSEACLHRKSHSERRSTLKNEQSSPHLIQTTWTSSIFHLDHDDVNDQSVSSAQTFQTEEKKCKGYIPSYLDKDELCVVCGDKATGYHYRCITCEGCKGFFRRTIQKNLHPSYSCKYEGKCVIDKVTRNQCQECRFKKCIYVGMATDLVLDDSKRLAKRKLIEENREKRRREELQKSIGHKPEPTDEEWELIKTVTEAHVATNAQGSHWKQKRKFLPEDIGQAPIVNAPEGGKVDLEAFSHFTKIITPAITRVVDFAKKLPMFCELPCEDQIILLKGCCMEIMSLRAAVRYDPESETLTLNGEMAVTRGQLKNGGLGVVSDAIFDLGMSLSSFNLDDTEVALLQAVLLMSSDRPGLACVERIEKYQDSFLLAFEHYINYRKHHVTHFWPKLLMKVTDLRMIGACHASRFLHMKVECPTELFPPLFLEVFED
#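 Decrease in fluorescence polarization of 20 nM Texas Red SRC2 coactivator peptide flagged inhibition of its binding to 0.6 uM TRb LBD; 1 uM T3 included, incubation 5 hr, ex 555/em 632 nm.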
# TexasRed fluor: Texas Red fluorescence interference in TRb-SRC2 counter-screen | TRb/SRC2 Texas Red total fluorescence interference | Potency, µM (top dose mostly 106 µM), without a hit: top-dose fluorescence change, negative = quenching | 280,000 tested, 0.29% active; active = well fitted curve in either direction with a large enough effect; inconclusive = small, poorly fitted or top-dose-only effect; note: potency is the fitted concentration of half-maximal effect; % is set by controls: 0 for no effect and ±100 for the full control effect
#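 Human TRb ligand-binding domain at 0.6 uM with 20 nM Texas Red SRC2 peptide in Tris buffer containing 1 uM T3 and 5% DMSO, incubated with compound 5 h at ambient temperature. Total fluorescence (555/632 nm) calculated as parallel + 2 × perpendicular.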
# * = called active by the depositor; ? = inconclusive; nt = no result given; & = joins results of further samples; [ ] = dose if it differs, or a comment. Unless noted, calls come from the whole dose curve; as a rule, active = well fitted curve in the direction sought with a large enough effect; inconclusive = small, poorly fitted or top-dose-only effect, or another doubt; inactive = no such curve, though single readings can be large; an effect the other way counts as inactive or inconclusive. Only part of the results is shown; rates above refer to the full screens.
SMILES,Tau fluor counter,Tau FP inhib,Epigenetic derep,CBFb-RUNX1 inh,aGal spleen mod,NPSR antagonist,TRb SRC2 PPI,TexasRed fluor
CCN(CC)c1ccc(/C=N/NC(=O)C(O)(c2ccccc2)c2ccccc2)o1,-10.8%,-12.8%,0.0%,-13.5%,5.1%,-23.7%,-0.6%,-1.0%
N#CCCN1CCN(S(=O)(=O)c2ccc(S(=O)(=O)N3CCCC3)cc2)CC1,2.6%,7.6%,-0.8%,6.5%,-6.0%,-1.9%[46.1 µM],-4.0%,1.4%
CCN(CC)c1ccc(C(=O)N/N=C(\C)c2ccc(OC)c(OC)c2)cc1,-13.9%,-13.1%,0.0%,-5.3%,4.4%,16.1%,-0.1%,-3.4%
COc1ccc(O)c(C(=O)c2cc(C#N)c(=O)n(CC3CCCO3)c2)c1 (stereo unspecified),-10.0%,-3.0%,0.0%,-7.2%,-0.2%,-8.8%[46.1 µM],-17.1%,0.1%
CCC(=O)N(Cc1cc2c(C)ccc(C)c2[nH]c1=O)C1CCCCC1,-6.9%,-2.5%,0.0%,8.9%,-9.7%,-18.2%[46.1 µM],-0.2%,-0.9%
Cc1cc(C)cc(OCC(=O)N2CCC(c3nc4ccccc4s3)CC2)c1,-8.4%,0.3%,-2.2%,nt,nt,nt,8.4%,1.2%
Cn1c(Cn2c(=O)sc3ccccc32)nnc1SCC(=O)N1CCOCC1,-2.0%,-0.7%,0.0%,-5.4%,-1.3%,-9.7%[46.1 µM],1.6%,-2.8%
CN(CC(=O)Nc1ccc(F)cc1)C(=O)COc1ccc([N+](=O)[O-])cc1Cl,-13.5%,-4.9%,7.5%,5.2%,6.5%,-14.8%,3.7%,-3.8%
Cc1sc2c(c1C)c(=O)n(-c1ccccc1)c(=O)n2CC(=O)NCC1CCCO1 (stereo unspecified),5.0%,-2.1%,-2.1%,-2.2%,-1.0%,-1.1%,-6.2%,-0.6%
C/C(=N\NC(=S)Nc1cccc(C)c1)c1ccccc1,?,7.6%,-0.9%,-22.8%,-2.0%,-23.7%[46.1 µM],1.9%,-3.5%
NCCNC[C@@H]1COC2(CCCCCCCCCCC2)O1,-19.1%,-9.3%,3.3%,-0.2%,-0.4%,-6.1%,2.3%,-1.7%
CCCCc1c(C)nc2c(OC)cccc2c1SCC(=O)O,-4.0%,9.9%,-3.7%,4.0%,3.0%,-0.5%,-0.5%,-1.2%
CCCSc1nnc(C(C)C)n1N,-8.4%,4.4%,6.2%,18.2%,7.4%,11.8%[46.1 µM],-5.9%,-6.3%
Cc1nnc(SCC(=O)Nn2cnnc2)s1,4.5%,0.0%,-2.3%,6.3%,4.4%,11.9%[46.1 µM],2.9%,0.5%
Cc1ccc(C(=O)OCC(=O)Nc2c(C)n(C)n(-c3ccccc3)c2=O)cc1[N+](=O)[O-],9.7%,1.9%,-0.9%,-3.2%,-1.6%,15.2%,7.9%,-0.3%

# Quoted from the listing:
# TexasRed fluor result of `COc1ccc(O)c(C(=O)c2cc(C#N)c(=O)n(CC3CCCO3)c2)c1` (stereo unspecified) is entered as 0.1%
# CBFb-RUNX1 inh result of `CCN(CC)c1ccc(/C=N/NC(=O)C(O)(c2ccccc2)c2ccccc2)o1` is entered as -13.5%
# Tau FP inhib result of `Cn1c(Cn2c(=O)sc3ccccc32)nnc1SCC(=O)N1CCOCC1` is entered as -0.7%
# TRb SRC2 PPI result of `NCCNC[C@@H]1COC2(CCCCCCCCCCC2)O1` is entered as 2.3%
# CBFb-RUNX1 inh result of `Cc1nnc(SCC(=O)Nn2cnnc2)s1` is entered as 6.3%

# Next section.
SMILES,Tau fluor counter,Tau FP inhib,Epigenetic derep,CBFb-RUNX1 inh,aGal spleen mod,NPSR antagonist,TRb SRC2 PPI,TexasRed fluor
O=C(Cc1cccs1)N/N=C/C(Br)=C/c1ccccc1,-13.4%,-6.9%,5.7%,0.8%,4.0%,-16.3%[46.1 µM],1.3%,0.3%
CN1C(=O)c2ccccc2C(C(=O)NCCCN2CCCC2=O)C1c1c[nH]c2ccccc12 (stereo unspecified),-9.4%,-3.3%,0.1%,1.8%,8.0%,2.9%[46.1 µM],-0.3%,-3.4%
C=CCSc1nnc(-c2cccnc2)o1,-0.6%,-8.9%,-0.8%,10.1%,-2.0%,-3.6%[46.1 µM],-8.5%,-1.3%
Cc1ccc2nc(C)cc(C(=O)OCC(=O)c3ccc(Cl)c([N+](=O)[O-])c3)c2c1,-27.0%,-6.4%,-1.2%,-14.4%,-17.0%,?,-8.5%,-1.6%
CCNS(=O)(=O)c1ccc(CCC(=O)Nc2ccccc2)cc1,3.4%,-0.8%,1.3%,-1.4%,2.7%,1.9%,-6.3%,-2.7%
CCC(=O)Nc1nonc1-c1nc2ccccc2n1Cc1ccccc1,-8.2%,-5.4%,0.0%,15.3%,-0.2%,-23.3%[46.1 µM],5.1%,1.7%
NCCC[C@@H](CC(=O)N[C@@H]1CCCC[C@H]1C(=O)N[C@H](CC(=O)N[C@@H](CCC(=O)O)CC(=O)O)Cc1ccccc1)NC(=O)C[C@H](CO)NC(=O)[C@@H]1CNCC[C@H]1N,-0.4%,2.4%,-1.1%,-2.1%,6.7%,nt,-6.2%,-2.1%
COC(=O)CSc1nc2ccc(C)cc2[nH]1,-6.2%,0.3%,-0.9%,0.9%,6.1%,-0.4%[46.1 µM],2.9%,-2.1%
O=S(=O)(c1ccccc1)c1nc(-c2ccccc2F)oc1N1CCOCC1,-3.5%,4.6%,-3.5%,nt,nt,nt,-3.9%,-0.7%
CCC(=O)N1c2ccc(S(=O)(=O)N3CCCCCC3)cc2CC1C (stereo unspecified),-0.5%,-0.3%,0.2%,nt,nt,nt,-5.7%,-0.6%
COc1cccc(CNC23CC4CC(CC(C4)C2)C3)c1OCc1ccccc1,6.4%,-0.2%,-0.1%,-0.2%,-7.8%,-26.5%,-1.7%,-3.2%
C=CCn1c(=O)c2c(nc3n2CC(C)CN3c2cccc(OC)c2)n(C)c1=O (stereo unspecified),-16.6%,-11.6%,-1.3%,-0.6%,-5.0%,-14.5%[46.1 µM],5.7%,-0.6%
O=c1[nH]c(C2CCN(S(=O)(=O)c3ccccc3)CC2)nc2c1nnn2Cc1ccccc1,-16.7%,-0.1%,1.1%,5.0%,-1.4%,34.3%,2.3%,-2.4%
C=C(C)C(=O)c1ccc(F)cc1,1.9%,4.8%,-1.1%,-1.8%,-4.0%,nt,8.6%,-3.5%
CC(NC(=O)COc1ccc(/C=N/NC(=O)C(=O)Nc2ccccc2Br)cc1)c1ccccc1 (stereo unspecified),-6.6%,-4.8%,-1.4%,5.2%,9.6%,-25.4%[46.1 µM],3.6%,-0.5%
COc1ccc(NC(=O)c2cc(-c3ccccc3)oc2C)cc1,-17.0%,-15.5%,?,0.6%,11.6%,2.8%,9.9%,1.2%
O=C(CSc1nc2cc3ccccc3cc2[nH]1)Nc1ccc(F)cc1,?,?,-1.0%&-1.5%,-0.1%,2.3%,-8.1%[46.1 µM],3.7%&-10.0%,-13.0%&-2.8%
CCOC(=O)CNC(=O)C(NC(=O)C1CCC(C)CC1)C(C)CC (stereo unspecified),-1.5%,6.8%,-1.1%,12.4%,0.2%,0.0%[46.1 µM],-1.0%,-7.7%
COCCNC(=O)Cn1ccc2cc(S(=O)(=O)N3CCCCCC3)ccc21,1.1%,-4.4%,13.1%,nt,nt,nt,-4.5%,-0.8%
COc1ccc(-c2nc(C)c(C(C)=O)n2O)cc1,1.4%,-0.7%,-0.4%,-1.9%,-3.3%,-6.3%[46.1 µM],-5.7%,-1.3%
O=S(=O)(c1ccccc1Cl)N1CCCC1c1nc(-c2ccc(Cl)cc2)no1 (stereo unspecified),?,-10.5%,0.6%,26.6%,0.1%,-24.2%[46.1 µM],-9.4%,-2.7%
COc1ccc(-n2cc(C(=O)c3cc(Cl)ccc3O)cc(C#N)c2=O)cc1,-9.6%,1.4%,0.2%,2.5%,5.5%,-34.3%,-2.1%,4.4%
CC1CCC2(CC1)NC(=S)N(c1ccccc1)N2 (stereo unspecified),-19.8%,-5.0%,0.0%,-5.3%,-1.6%,-5.0%[46.1 µM],4.5%,-0.8%
N#CC1(C#N)C2=C(CCCC2)NC(c2ccccc2)C1(C#N)C#N (stereo unspecified),?,?,-0.2%,-11.3%,1.8%,-27.5%[46.1 µM],-0.7%,9.1%
CC(O)(c1ccccc1)C(c1ccccc1)C1CCCCN1 (stereo unspecified),-8.3%,-4.4%,-1.1%,5.2%,-5.6%,-18.4%,-2.5%,-5.1%
C=CCN(CC(=O)NCc1ccc(F)cc1)C(=O)c1csnn1,-0.6%,-1.7%,0.0%,8.2%,-3.6%,-4.6%[46.1 µM],5.1%,0.3%
COc1ccc(C2C=C3CNS(=O)(=O)C3CC2OC(=O)c2ccc(C(F)(F)F)cc2)cc1 (stereo unspecified),nt,nt,nt,5.3%,-14.4%,nt,-0.4%,-2.3%
CC(NC(=O)c1ccc2c(c1)CCN2S(=O)(=O)c1ccccc1)c1ccccc1 (stereo unspecified),-25.4%,-1.9%,-2.7%,nt,nt,nt,8.7%,-0.3%
Cc1ccc2c(c1)C1CN(C)CCC1N2C(=O)c1cccc(S(=O)(=O)N2CC(C)CC(C)C2)c1 (stereo unspecified),-8.4%,1.7%,-0.4%,-1.5%,7.9%,?,1.6%,0.4%

# A second format for 2 compounds above:
CCNS(=O)(=O)c1ccc(CCC(=O)Nc2ccccc2)cc1
  Tau fluor counter: 3.4%; Tau FP inhib: -0.8%; Epigenetic derep: 1.3%; CBFb-RUNX1 inh: -1.4%; aGal spleen mod: 2.7%; NPSR antagonist: 1.9%; TRb SRC2 PPI: -6.3%; TexasRed fluor: -2.7%

COc1ccc(NC(=O)c2cc(-c3ccccc3)oc2C)cc1
  Tau fluor counter: -17.0%; Tau FP inhib: -15.5%; Epigenetic derep: ?; CBFb-RUNX1 inh: 0.6%; aGal spleen mod: 11.6%; NPSR antagonist: 2.8%; TRb SRC2 PPI: 9.9%; TexasRed fluor: 1.2%

# Bioassay records as filed in PubChem BioAssay.
